Bioassay records deposited in PubChem by Small Molecule Screening Facility, UW Madison.
RMI FANCM FP: RMI-FANCM interaction inhibition; Fluorescence polarization, RMI core complex with F-MM2 peptide; hits give low values; FP signal (polarization) at 33 µM; actives 0.58% (n = 70,000); AID 1159607; in the data active = FP signal below about 40; note: inactives centre near 61; strong numbers were not always called active; unit not given here
The depositor's hits bear a star; & = joins results of further samples.

SMILES	RMI FANCM FP
Cc1ccc(Oc2ncccc2NC(=O)CSc2ccc(Cl)cc2)c2c1CCC2	56
O=C(NCCn1ncc2c(N3CCN(c4ccc(F)cc4)CC3)ncnc21)c1ccccc1F	62
O=C(Cn1cnc(-c2ccc(F)cc2)cc1=O)NCc1cccnc1	67
O=C(NCCS(=O)(=O)N1CCc2ccccc2C1)c1ccccc1S(=O)(=O)C(F)F	54
Cc1ccc2nc(-c3ccc(NC(=O)c4oc(C)nc4C)cc3)sc2c1	56
COC(=O)Nc1ccc2c(c1)N(C)C(=O)C(C)(C)CO2	69
CCN(CC)CCN(C(=O)c1ccc(S(=O)(=O)N2CCOCC2)cc1)c1nc2cc(OC)ccc2s1	73
COC(=O)CNCC(=O)OC	62
CCOC(=O)c1ccc(NC(=O)Cc2cc(-c3ccc(Cl)cc3)on2)cc1	76
COc1ccccc1CC(=O)Nc1ccc2ccccc2n1	52
COc1ccc(NC(=O)Cc2ccc(C)cc2C)c2ccccc12	90
Cc1ccc(NC(=O)CSc2nc3c(c(=O)[nH]2)CN(Cc2ccc4c(c2)OCO4)CC3)cc1C	56&62
O=C(NCc1cccs1)c1sccc1S(=O)(=O)N1CCN(c2ccccc2)CC1	63
CCOC(=O)c1ccc(-n2c(=S)[nH]c3ccccc32)cc1	55
CN1CCOc2ccc(NC(=O)C3CCCO3)cc2C1=O (stereo unspecified)	62
CCOc1ccc(CC(=O)Nc2ccc(-c3cn4nc(OC)ccc4n3)cc2)cc1	143
CCCN1CCCc2cc(CCNC(=O)C(=O)Nc3cc(C)ccc3C)ccc21	68
CC(C)(C)c1csc(NC(=O)c2ccc3ncsc3c2)n1	60
CCOc1ccc(OCC(=O)OCn2c(SC)nnc(C)c2=O)cc1	56
CCOC(=O)c1ccc(NC(=O)CN2C(=O)C(C)SC(C)C2=O)cc1 (stereo unspecified)	59
Cc1nc(-c2ccc(/C(N)=N\O)s2)cs1	54
c1ccc(CSC2=NCCN2)cc1	56
COC(=O)C1C(=O)C2=C(CC1C)NC(C)=C(C(=O)OC1CCCCC1)C2c1ccc(C)c([N+](=O)[O-])c1 (stereo unspecified)	59&55
CCC(C)C(NC)C(=O)O (stereo unspecified)	66&57&53
NS(=O)(=O)c1ccc(NC(=O)CSc2nnc(-c3ccccc3)o2)cc1	87
Cc1c(Cl)cccc1NC(=O)C(=O)NC(c1ccccc1)c1ccccc1	50
COC(=O)c1cc(-c2ccc(S(=O)(=O)NCc3ccc4c(c3)OCO4)cc2)c(C(F)(F)F)s1	57
Cc1cccc(NC(=O)Cn2c(C)cc(C)c(S(=O)(=O)c3ccccc3)c2=O)c1C	66
CCOC(=O)C1CCCN(S(=O)(=O)c2ccc(Br)c(OCC)c2)C1 (stereo unspecified)	58
Cc1csc(NC(=O)CSc2ccc(NC(=O)c3ccccc3F)nn2)n1	69

Some of the entries so far, bar-delimited:
SMILES | RMI FANCM FP
CCOc1ccc(OCC(=O)OCn2c(SC)nnc(C)c2=O)cc1 | 56
CCOC(=O)c1ccc(NC(=O)CN2C(=O)C(C)SC(C)C2=O)cc1 (stereo unspecified) | 59
Cc1nc(-c2ccc(/C(N)=N\O)s2)cs1 | 54
c1ccc(CSC2=NCCN2)cc1 | 56
COC(=O)C1C(=O)C2=C(CC1C)NC(C)=C(C(=O)OC1CCCCC1)C2c1ccc(C)c([N+](=O)[O-])c1 (stereo unspecified) | 59&55
CCC(C)C(NC)C(=O)O (stereo unspecified) | 66&57&53

New compounds follow.
SMILES	RMI FANCM FP
CCOC(=O)c1nn(-c2ccccc2C)c(=O)cc1N1CCN(C(=O)c2ccco2)CC1	53
CN(C)c1ccc(/C=N\NC(=O)CNC(=O)c2ccccc2Cl)cc1	59
CCCCOc1ccc(C(=O)Nc2ccc3c(c2)N(C(=O)c2ccco2)CC3)cc1	72
Cc1cc(N=NNc2cc(C)on2)no1	56
O=C(O)CCc1nnc(SCc2ccc([N+](=O)[O-])cc2)[nH]c1=O	54
CN1CCN(c2ccc(CNC(=O)c3csc4ccccc34)cc2)CC1	63&56
CCCOc1nc2c(c(=O)[nH]c(=O)n2C)n1CC(O)COc1ccccc1C (stereo unspecified)	59
O=S(=O)(Nc1ccc(NCc2ccco2)nn1)c1ccc(Cl)cc1	56
O=C(/C=C/c1ccccc1)Nc1nnc(SCC(=O)N2CCCc3ccccc32)s1	53
CSc1ccc(C(=O)N(CCn2nc(C)cc2C)c2nc3ccccc3s2)cc1	63
CN(c1cnn(-c2ccc(Cl)cc2Cl)c(=O)c1Cl)N1CC(C)(C)C1=O	62
CCOc1ccc(/C=C(\C#N)C(=O)N2CCCC2)cc1	56
CCCCC(=O)OC1(C(=O)CO)CCC2C3CCC4=CC(=O)CCC4(C)C3C(O)CC21C (stereo unspecified)	63
Cc1ccc(C(C)C)c(OCC(=O)Nc2ccc(C(N)=O)cc2)c1	86
CC(=O)NCCc1ccc2c(c1)CCCN2C	63
O=C(Nc1nc2c(cc3c4c(cccc42)CC3)s1)c1ccco1	58
COc1ccc(-c2cc3c(SCc4ccccc4Cl)nccn3n2)cc1	88
O=C(Cn1cnc2c(sc3ccccc32)c1=O)Nc1ccc(Cl)cc1F	171
O=C(CN1CCN(Cc2nc(-c3ccccc3)cs2)CC1)NC1CCCCC1	59
COc1cc(/C=N\n2cnnc2)ccc1OC(=O)c1ccncc1	63
CCN(CC)C(=O)COc1ccc(-c2c(C)sc(N)c2C(=O)OC)cc1	63
Nc1nnc(CS(=O)(=O)c2ccccc2)o1	73
COc1cc(OC)nc(N=Cc2nc(-c3ccccc3)oc2O)n1	59
CSc1nnc(C)c(=O)n1COC(=O)/C=C/c1ccccc1	56
COc1cccc2cc(C(=O)Nc3nnc(Cc4ccc(S(C)(=O)=O)cc4)o3)oc12	62
Cc1ccc(-n2ccnc(SCC(=O)c3cccc(Cl)c3)c2=O)cc1	120
CC(Oc1ccccc1)C(=O)N1CCN(c2ccc(N3CCCCC3)nn2)CC1 (stereo unspecified)	58
O=C1CCC(=O)N1Cc1ccc(S(=O)(=O)Nc2ccccc2)cc1	61
Cc1nnc(NC(=O)CSc2nnc(NC(=O)c3cccc(Cl)c3)s2)s1	55
C#CCn1c(=NC(=O)c2ccnn2CC)sc2cc(C)c(C)cc21	68

Some of the entries so far, with each value named:
Cc1ccc(NC(=O)CSc2nc3c(c(=O)[nH]2)CN(Cc2ccc4c(c2)OCO4)CC3)cc1C
  RMI FANCM FP = 56&62
O=C(NCCn1ncc2c(N3CCN(c4ccc(F)cc4)CC3)ncnc21)c1ccccc1F
  RMI FANCM FP = 62
CN1CCN(c2ccc(CNC(=O)c3csc4ccccc34)cc2)CC1
  RMI FANCM FP = 63&56

(cont.)
SMILES	RMI FANCM FP
CCOC(=O)/C(=C\Nc1ccc(F)cc1)S(=O)(=O)c1ccc(Cl)cc1	59
COc1ccc(NC(=O)Cc2csc(Nc3cccc(C(F)(F)F)c3)n2)cc1OC	64
COc1cc(Cn2c(=O)c3c(N4CCN(C(=O)C5CC5)CC4)ccnc3n(C)c2=O)cc(OC)c1	63
CCOC(=O)c1ccc(NC(=O)CSc2nnc(-c3ccccn3)n2-n2cccc2)cc1	58
CC(Cl)C(=O)Nc1nnc(C(C)C)s1 (stereo unspecified)	67
N#Cc1cnc(N2CCN(c3ccccc3)CC2)nc1N	60
Cc1ccc(-c2ccc(S(=O)(=O)N3CCCCC3)cc2)cc1	54
COCC(=O)Nc1cc(C)nn1-c1nc(-c2cccs2)cs1	108
Cc1cc(C)n2c(Br)c(CSc3ccc(Cl)cc3)nc2n1	61
COc1ccc2c(NCc3ccccc3)c(C#N)cnc2c1	70
CC(=O)Nc1ccc2c(c1)N(S(C)(=O)=O)CCC2	75
CC1CCC(C(C)C)C(OC(=O)C(O)C(O)C(=O)OC2CC(C)CCC2C(C)C)C1 (stereo unspecified)	58
C#CC(C)(CC)OCC(O)CS(=O)(=O)O (stereo unspecified)	50
CC(=O)Nc1ccc(SCCCC(=O)Nc2ccc(F)c(Cl)c2)nn1	63
COc1ccccc1NC(=O)c1ccc(CNS(=O)(=O)c2cc(C)ccc2C)cc1	75

3 structures from above, ordered by molar mass, lowest first:
SMILES	RMI FANCM FP
COc1ccc2c(NCc3ccccc3)c(C#N)cnc2c1	70
Cc1ccc(-c2ccc(S(=O)(=O)N3CCCCC3)cc2)cc1	54
CC(=O)Nc1ccc(SCCCC(=O)Nc2ccc(F)c(Cl)c2)nn1	63

(cont.)
SMILES	RMI FANCM FP
CCCCC(CC)CN=C(N)NC(N)=NCCCCCCN=C(N)NC(N)=NCC(CC)CCCC (stereo unspecified)	60&93
NS(=O)(=O)c1ccc(NC(=O)C2CCCN(c3ccc(-c4ccco4)nn3)C2)cc1 (stereo unspecified)	60
Cc1ccc(-c2csc3nc(SCc4c(C)noc4C)n(-c4ccccc4)c(=O)c23)o1	78
CC(C)N(C(=O)CSc1ccc(NC(=O)c2ccccc2)nn1)C(C)C	67
O=C(Cn1nc(C2CC2)c2cnn(-c3ccc(F)cc3)c2c1=O)N1CCc2ccccc21	68
CN(C)c1ccc(C(CNC(=O)c2ccccc2[N+](=O)[O-])N2CCc3ccccc3C2)cc1 (stereo unspecified)	57
Cc1cc(N)ccc1NC(=O)C(F)(F)F	68
COc1ccc(Cl)cc1S(=O)(=O)NCC1CCN(Cc2cccs2)CC1	72
C=CCN1C(=O)C(C)(C)COc2cc(NC(=O)OCc3ccccc3)ccc21	68
O=C(CCCc1nc2ccccc2s1)Nc1ccccc1	57
CCOc1ccc(OCCNC(=O)c2cccc(OC)c2OC)cc1	63
COc1ccccc1NC(=O)NNC(=S)NCC(OC)OC	53
CCc1nnc(NC(=O)CSc2nncc(=O)n2N)s1	59
O=C(NCc1cccs1)C(=O)NCC1COC2(CCCCC2)O1 (stereo unspecified)	56
Cc1nc(-c2ccccc2)sc1-c1nc(-c2ccc([N+](=O)[O-])o2)no1	71
CCOc1ccccc1C(=O)N(c1ccc(F)cc1)C1C=CS(=O)(=O)C1 (stereo unspecified)	61
O=C(CN1C(=O)CCC1=O)Nc1cccc(NC(=O)CN2C(=O)CCC2=O)c1	63
O=C(Cc1csc(SCC(=O)c2ccc3c(c2)OCO3)n1)NCc1ccc(F)cc1	74
O=C(NCC1(c2cccs2)CCCC1)C(=O)Nc1ccc(C(F)(F)F)cc1	74
C#CCn1c(=NC(=O)c2cc3cc([N+](=O)[O-])ccc3s2)sc2cccc(OC)c21	64
COc1ccc(OC)c2sc(NC(=O)Cc3ccc(F)cc3)nc12	55
CN(c1ccccc1)S(=O)(=O)c1ccc(C(=O)Nc2nc3c(F)cc(F)cc3s2)cc1	62
Fc1ccccc1-c1nnc2sc(-c3ccccc3)nn12	65
O=[N+]([O-])c1cc(Br)cc2c1[nH]c1c(Br)cc(Br)cc12	54
O=C(Cn1cnc2c(sc3cccc(F)c32)c1=O)Nc1ccc(F)c(F)c1	161
COc1nc(C)c(-c2csc(C)n2)cc1C#N	62
Cc1ccccc1-c1noc(CN2N=NC3C(=O)N(c4ccc(C(C)C)cc4)C(=O)C32)n1 (stereo unspecified)	52
COc1ccc(-c2c3c(nc4sc(C(=O)Nc5nc(-c6ccccc6)ns5)c(N)c24)CC(C)(C)CC3=O)cc1	56
Cc1cc(NC(=O)c2ccc(=O)n(Cc3cccc(F)c3)c2)ccc1Br	59
COC(CNC(=O)C(=O)Nc1ccc2c(c1)N(C(C)=O)CCC2)OC	55
O=S(=O)(Nc1ccc(NCC2CCCO2)nn1)c1ccccc1 (stereo unspecified)	47
Cc1ccc(C(=O)NCCc2nnc3ccc(SCC#N)nn23)cc1	64
Cc1c(C(=O)NCc2cccnc2)cccc1[N+](=O)[O-]	57
COc1cc(OC)cc(C(=O)Nc2cc(-c3cn4nc(OC)ccc4n3)ccc2OC)c1	72
COC(=O)c1ccc(S(=O)(=O)Nc2ccc3c(c2)C(=O)OC3)n1C	61
O=C1Cc2cc(NC(=O)c3c(F)cccc3Cl)ccc2N1	53
CCOc1ccc(-n2nnc3c(=O)n(Cc4nc(-c5ccc(OC)c(OC)c5)no4)cnc32)cc1	90
COc1ccc(-c2nnc(NC(=O)Cc3ccc(C(C)C)cc3)o2)c(OC)c1	61
CSc1cccc(C(=O)Nc2ccc(S(N)(=O)=O)cc2)c1	60
Cc1c(C#N)c(=O)[nH]c2ccccc12	58
CC(C)(C)C(=O)Nc1sc2c(c1C#N)CCCC2	58
COc1ccc(-c2nc(N/N=C\c3cccs3)[nH]c(=O)c2C#N)cc1	59
Cc1cc(N2CCN(CC(=O)Nc3ccc4c(c3)OCCO4)CC2)c2ccccc2n1	60&57
O=C(CSc1ccc(NC(=O)c2ccccc2F)nn1)NCc1ccc(F)cc1	70
O=C(Nc1nnc(Cc2cccs2)o1)c1ccccc1Cl	69
CC(C)N(C(=O)CSc1nncn1-n1cccc1)c1ccccc1	53
O=C(Nc1ccc(C(F)(F)F)cc1)Nc1sccc1Cl	55
CCOC(=O)c1c[nH]c2c([N+](=O)[O-])cccc2c1=O	56
O=C(Nc1cccc(Cl)c1)c1ccc2ncsc2c1	58
CN1CCN(CC(=O)N2c3ccccc3C(=O)Nc3cccnc32)CC1	65&58&60
CN[C@H]1[C@@H](O)[C@H](O[C@H]2[C@@H](O)[C@@H](OC3OC(CN)=CCC3N)[C@H](N)C[C@@H]2N)OC[C@@]1(C)O (stereo partly specified)	74
O=C(NCC1CCN(Cc2ccco2)CC1)c1ccc(F)c(F)c1	72
COc1ccc2oc(-c3csc(NC(=O)c4ccc([N+](=O)[O-])o4)n3)cc2c1	54
N#C/C(=N/Nc1ccc(F)cc1)C(=O)NCC1CCCO1 (stereo unspecified)	57
O=C(c1ccccc1I)N1CCN(c2ccc(N3CCCCC3)nn2)CC1	59
CC1CCN(C(=O)Cc2csc3nc(-c4ccccc4)cn23)CC1	64
O=C(CCCn1nc(-c2cccs2)ccc1=O)Nc1ccccc1F	69
O=C(Cc1ccc2c(c1)OCO2)Nc1nc(-c2ccccc2)c(C(=O)c2ccccc2)s1	73
CC1(C)Cc2cccc(OCc3ccc(C(=O)Nc4ccc(C(F)(F)F)cc4)cc3)c2O1	57
COc1ccc(CC(=O)Nc2ccc3c(c2)CCCN3S(=O)(=O)c2ccccc2)cc1	60
COc1ccc(-n2ccc(-c3ccccc3)nc2=S)cc1	43
CN(C)c1ccc(-c2ccncc2)cc1	62

Only part of the results is shown; count on the stated rates, not on these rows.
